GRIN3A LBD mod = binders of NR3A ligand-binding domain, primary screen, biophysical, differential scanning fluorimetry, uHTS; Glutamate receptor ionotropic, NMDA 3A (GRIN3A) ligand-binding domain; NR3A LBD differential scanning fluorimetry, Tm shift; 0% = protein alone, 100% = glycine-bound protein; Tm shift relative to glycine control, % at 25 µM; 340,000 tested, 2.5% active;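 active means melting temperature shift of at least 10% of the positive control shift, at one fixed dose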
APOBEC3A inh = APOBEC3A ssDNA deaminase inhibitors, primary screen, selectivity assay for APOBEC3G inhibitor project, biochemical, FAM/TAMRA oligo cleavage fluorescence; DNA dC->dU-editing enzyme APOBEC-3A (Homo sapiens), P31941; recombinant A3A, FAM/TAMRA ssDNA deamination fluorescence; inhibition, % at 20 µM; 330,000 tested, 0.41% active;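 active means at least 40% inhibition at 20 µM here, with at most 30% in a related deaminase screen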;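 further: plate controls were A3A with DMSO for no effect and wells lacking A3A enzyme for full effect; some results filed as inactive read as strong as hits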
Target sequence (P31941 whole entry, looked up): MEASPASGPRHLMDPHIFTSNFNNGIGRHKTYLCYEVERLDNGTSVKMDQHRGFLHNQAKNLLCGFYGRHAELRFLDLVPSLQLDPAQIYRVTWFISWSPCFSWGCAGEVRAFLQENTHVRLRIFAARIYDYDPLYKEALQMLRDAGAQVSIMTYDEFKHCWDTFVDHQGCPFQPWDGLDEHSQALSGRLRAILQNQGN
EBI2 block = EBI2 receptor antagonists, beta-arrestin recruitment, primary screen, cell-based, luminescence, 7a,25-OHC stimulation, uHTS; G-protein coupled receptor 183 (Homo sapiens), P32249; 7a,25-OHC stimulated; inhibition, % at 5 µM; 360,000 tested, 0.81% active; in the data active means inhibition above about 38%;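 further: enzyme fragment complementation signal reports receptor beta-arrestin coupling in cells; 0% = agonist plus DMSO wells and 100% = wells without agonist; some results beyond the cut were filed as inactive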
A3G deaminase = APOBEC3G DNA deaminase inhibitors, primary screen, biochemical, fluorescence, single-stranded DNA substrate, uHTS; DNA dC->dU-editing enzyme APOBEC-3G (Homo sapiens), Q9HC16; recombinant A3G, ssDNA deamination FAM/TAMRA fluorescence; inhibition, % at 20 µM; 330,000 tested, 0.28% active; AID 493012, 2011;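 active means inhibition of at least 40% at 20 µM, with no more than 30% in the related APOBEC3A deaminase screen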;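 further: plate controls were DMSO wells with A3G for no effect and wells lacking A3G enzyme for full effect; some compounds called inactive have numbers as strong as hits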
Gli-Sufu antag = Gli-Sufu pathway antagonists, primary screen, luciferase luminescence, Sufu-KO-LIGHT cells, uHTS; Sufu-KO-LIGHT fibroblasts, Gli luciferase reporter luminescence; inhibition, % at 5 µM; 340,000 tested, 0.74% active;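 active means inhibition above about 55%, limit read from the data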;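 further: 0% = DMSO-treated cells and 100% = wells with medium but no cells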
CCR6 antag = CCR6 receptor antagonists, primary screen, cell-based, CHO-K1, luminescence, beta-arrestin, uHTS; C-C chemokine receptor type 6 (Homo sapiens), P51684; CHO-K1 CCR6 PathHunter beta-arrestin, CCL20-stimulated; inhibition, % at 20 µM; 340,000 tested, 0.49% active;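 active means compounds whose inhibition of the agonist-driven luminescence signal at 20 µM reaches about 50%, limit read from the data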;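 further: cells stimulated with CCL20 at 14 nM final; plate controls were DMSO with CCL20 for no effect and DMSO without agonist for full effect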
Target sequence (P51684 whole entry, looked up): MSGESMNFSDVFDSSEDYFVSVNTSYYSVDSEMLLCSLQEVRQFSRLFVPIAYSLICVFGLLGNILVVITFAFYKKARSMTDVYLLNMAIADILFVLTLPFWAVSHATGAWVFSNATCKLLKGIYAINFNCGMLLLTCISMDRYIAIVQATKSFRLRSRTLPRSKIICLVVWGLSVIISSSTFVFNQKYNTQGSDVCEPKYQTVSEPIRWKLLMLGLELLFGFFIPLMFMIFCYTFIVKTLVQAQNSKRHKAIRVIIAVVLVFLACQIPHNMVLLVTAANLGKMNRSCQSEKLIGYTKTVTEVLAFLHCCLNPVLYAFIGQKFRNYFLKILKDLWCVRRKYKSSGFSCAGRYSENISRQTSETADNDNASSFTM
CXCR6 inh = CXCR6 receptor inhibitors, primary screen, cell-based, beta-arrestin, luminescence, CHO-K1 PathHunter, 1536-well | AID 602244, 2012 | 360,000 tested, 0.36% active | C-X-C chemokine receptor type 6 (Homo sapiens), O00574 | inhibition, % at 20 µM; in the data active means inhibition above about 34%, passing the limit was not always enough;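 further: antagonist mode with CXCL16 agonist at 10 nM final; 0% = 10 nM CXCL16 with DMSO and 100% = unstimulated wells without agonist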
Target sequence (O00574 whole entry, looked up): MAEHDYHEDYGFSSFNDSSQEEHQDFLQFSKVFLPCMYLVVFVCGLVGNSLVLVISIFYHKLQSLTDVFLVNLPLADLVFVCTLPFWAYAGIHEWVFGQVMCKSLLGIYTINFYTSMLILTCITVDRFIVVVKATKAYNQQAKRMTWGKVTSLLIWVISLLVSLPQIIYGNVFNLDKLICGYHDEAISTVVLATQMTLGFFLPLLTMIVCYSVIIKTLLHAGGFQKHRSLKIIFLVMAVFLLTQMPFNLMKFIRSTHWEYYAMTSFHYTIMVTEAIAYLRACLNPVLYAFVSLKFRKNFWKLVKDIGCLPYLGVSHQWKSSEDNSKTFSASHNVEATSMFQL
MPTP block = mitochondrial permeability transition pore inhibitors, primary screen, biochemical, isolated mouse mitochondria, absorbance; Ca2+ swelling absorbance, 30 min; inhibition, % at 10 µM; 360,000 tested, 1.4% active; AID 602449, 2012;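 active means inhibition of 50% or more, scaled per plate between neutral and stimulator controls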;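 further: 0% = DMSO wells given calcium and 100% = 1 mM EGTA wells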
* hit, by the source's call; . = not tested or not shown.

Every second line gives: GRIN3A LBD mod	APOBEC3A inh	EBI2 block	A3G deaminase	Gli-Sufu antag	CCR6 antag	CXCR6 inh	MPTP block
[1] CC(C)(C)Cc1nnc(NC(=O)Cc2cccs2)s1
    -1.7	23.4	-8.7	7.3	-14.6	11.2	-12.2	-1.4
[2] O=C1c2ccccc2C(=O)N1CCCc1nc2ccccc2c(=O)n1-c1cccnc1
    -3.8	-1.6	.	-4.3	-2.5	1.2	.	.
[3] COc1cc(C(=O)NCC(=O)N/N=C(/C)c2cccs2)cc(OC)c1OC
    5.1	-3.6	-14.8	2.8	5.1	1.8	1.6	0.4
[4] Cc1cc(C)nc(Nc2cccc(C(F)(F)F)c2)n1
    0.1	4.5	7.4	-2.6	1.2	17.8	-5.2	0.6
[5] COc1ccc(NC(=O)CSCC(=O)Nc2ccc(S(=O)(=O)N3CCCC3)cc2)cc1
    2.4	32.3	-11.7	1.8	-3.0	-2.6	-4.0	-0.3
[6] CC(C)(CN1CCc2ccccc2C1)NS(=O)(=O)c1ccccc1
    0.0	-1.7	1.4	-6.8	5.0	9.7	-7.1	0.9
[7] Cc1ccc(-c2cc(C(=O)N/N=C/c3c[nH]c4ccccc34)n[nH]2)o1
    27.7*	-1.3	-11.3	-4.3	-20.6	-3.0	-3.4	-0.2
[8] Cc1noc(/C=C/N(C)C)c1S(=O)(=O)N1CCCC(C(=O)NCc2cccs2)C1 (centres undefined)
    0.3	-1.9	-2.3	7.1	-9.7	13.2	0.7	1.3
[9] Cc1ccc(C(=O)Nc2nnc(COc3ccccc3)s2)cc1
    -2.7	-1.8	-7.8	-1.1	1.2	-9.4	-3.3	0.5
[10] COc1ccc(S(=O)(=O)N2CCOCC2)cc1NC(=O)Cc1ccc(Cl)c(Cl)c1
    -8.4	3.9	4.0	3.0	-2.9	8.5	-7.6	1.1
[11] O=C(NCc1ccc(F)cc1)c1cc2c(cc1Cl)N1CCCCCC1=NS2(=O)=O
    0.1	14.3	-7.3	0.9	-4.8	3.9	-8.4	-0.3
[12] CCN1CCN(C(=O)CN(c2ccc(F)cc2)S(=O)(=O)c2ccc(OC)c(OC)c2)CC1
    -0.3	-1.8	0.4	-8.2	8.2	-6.6	6.9	-0.8
[13] Cc1cccc(NC(=O)CSc2nc3ccccc3nc2N2CCCC2)c1
    -6.2	-3.9	8.1	-11.2	-11.1	10.0	14.0	-0.7
[14] Cc1ccc(CNC(=O)CCc2c(C)nc3c(c(C)nn3-c3ccc(C)cc3)c2C)cc1
    0.1	2.9	4.3	-4.8	4.6	8.3	1.2	0.1
[15] O=C(O)c1cn(-c2ccccc2)nc1C(=O)O
    -1.4	4.4	-1.9	0.0	-2.3	-2.3	3.8	-1.8
[16] COc1cc(NC(=O)CCCNC(=O)Cn2cnc3sc(C)c(C)c3c2=O)cc(OC)c1OC
    1.4	0.0	-12.9	-8.3	-6.1	1.2	-3.9	-2.9
[17] CC1/C(=N/O)CC(c2ccccc2)NC1c1ccccc1 (centres undefined)
    -6.3	4.9	1.6	3.1	1.1	3.3	-4.2	1.9
[18] CC(C(=O)OCC(=O)c1ccc(Br)cc1)N1C(=O)C2C3CCC(C3)C2C1=O (centres undefined)
    -0.4	6.8	-2.9	-2.0	0.9	20.6	4.5	-1.5
[19] O=C(NCC(=O)N(c1ccccc1)C(C(=O)NC1CCCCC1)c1cccnc1)c1cccs1 (centres undefined)
    -1.5	-1.6	1.5	-8.8	23.3	22.2	3.4	2.2
[20] O=C(Cn1nc(-c2cccc([N+](=O)[O-])c2)c2ccccc2c1=O)NCC1CCCO1 (centres undefined)
    -1.6	-2.0	4.8	-7.0	-4.1	-1.7	-4.6	-1.4

Limited to MPTP block, CXCR6 inh and A3G deaminase, for two of the compounds above:
no. | Compound | MPTP block | CXCR6 inh | A3G deaminase
9 | Cc1ccc(C(=O)Nc2nnc(COc3ccccc3)s2)cc1 | 0.5 | -3.3 | -1.1
10 | COc1ccc(S(=O)(=O)N2CCOCC2)cc1NC(=O)Cc1ccc(Cl)c(Cl)c1 | 1.1 | -7.6 | 3.0

The list goes on.
Every second line gives: GRIN3A LBD mod	APOBEC3A inh	EBI2 block	A3G deaminase	Gli-Sufu antag	CCR6 antag	CXCR6 inh	MPTP block
[21] COc1ccc(/C=c2/sc3n(c2=O)C(c2ccccc2OC)C2=C(N=3)c3ccccc3CC2)cc1O (centres undefined)
    4.4	4.5	-0.4	-3.8	14.8	15.6	-10.7	3.5
[22] COc1ccc(NC(=O)c2cccnc2)c([N+](=O)[O-])c1
    -0.6	-3.3	-5.5	-10.6	-8.9	-5.6	-2.7	-1.0
[23] Cc1cc(C(=O)NC2=NCCS2)c2ccccc2n1
    0.5	-1.7	4.0	2.4	4.6	0.1	-0.7	-1.3
[24] Cc1nn(CCOc2cccc(Br)c2)c(C)c1[N+](=O)[O-]
    0.0	-2.8	5.6	-2.4	2.6	6.2	2.3	0.2
[25] CCc1nc2oc3cc(OC)ccc3c(=O)c2c(=O)n1-c1ccccc1
    -2.0	3.9	-7.6	1.3	-51.6	6.6	-1.5	4.4
[26] N#CC(C#N)=C1C=C2C=C(N3CCOCC3)CCC2CC1 (centres undefined)
    -0.3	.	-11.8	.	0.4	-14.1	-7.3	-0.2
[27] Fc1ccccc1/C=N/Nc1nn[nH]n1
    -0.1	-4.5	-8.2	-6.7	7.0	-0.4	-9.1	-0.4
[28] CC(=O)Nc1c(C)ccc(S(N)(=O)=O)c1C
    3.0	7.3	-6.1	-1.2	9.7	2.6	-3.2	-0.2
[29] CC12CCC(C(=O)NNC(=O)c3ccc(F)cc3)(OC1=O)C2(C)C (centres undefined)
    0.2	-2.6	6.9	-1.6	-5.0	-4.9	3.0	-1.4
[30] COc1ccc(-c2c(C)[nH]n3c(=O)c(Cc4ccccc4)c(C)nc23)cc1
    -3.4	0.9	-6.2	-2.5	-12.9	18.6	8.9	11.4
[31] CC(=O)Nc1ccc(CN2CCc3c([nH]c4ccccc34)C2c2ccccn2)cc1 (centres undefined)
    -0.9	2.6	-8.0	-1.2	13.8	16.1	3.3	-2.0
[32] O=C(c1cnc2ccccn2c1=O)N1CCc2ccccc21
    0.3	3.5	-2.5	-1.5	0.5	-5.1	-7.7	0.1
[33] CCOC(=O)c1c(NC(=O)CNCCO)sc(C)c1C
    -4.2	-3.0	3.0	-4.1	-2.1	10.8	7.6	2.2
[34] CCN1C(=O)[C@H]2[C@H]3CN=C(SCc4ccc(C(=O)OC)cc4)N3[C@@](CC)(C(=O)OC)[C@H]2C1=O
    -1.1	2.5	4.5	4.3	1.9	11.7	4.8	0.3
[35] CCN(C(=O)COC(=O)c1nc2nc(C)cc(C)n2n1)C1CCCCC1
    1.7	-1.8	-2.2	-7.2	-8.0	6.0	4.6	-1.0
[36] CC(=O)CC(C)(C)Nc1nc2cc([N+](=O)[O-])ccc2o1
    0.9	-0.5	-5.8	-3.6	3.5	0.3	-10.1	2.3
[37] COc1ccc(/C=C(/NC(=O)c2ccccc2)C(=O)N/N=C/c2ccncc2)cc1
    0.3	-0.2	3.7	-2.5	-0.6	-1.2	-16.6	-0.9
[38] COC(=O)c1c(-c2ccc(OC)cc2)sc2ccc(-c3ccc4c(c3)OCO4)cc12
    1.1	-1.4	11.6	-9.6	-8.4	-1.8	-7.8	0.0
[39] CCc1[nH]c(=S)c(C#N)c(-c2ccccc2)c1C(=O)OC
    1.0	1.6	2.9	-6.7	-3.7	16.5	7.2	-1.6
[40] CCn1c(SCC(=O)N2CCCc3ccccc32)nnc1-c1c[nH]c2ccccc12
    -1.7	1.4	-6.4	-4.4	0.3	11.2	8.9	-1.3

Carrying on.
Every second line gives: GRIN3A LBD mod	APOBEC3A inh	EBI2 block	A3G deaminase	Gli-Sufu antag	CCR6 antag	CXCR6 inh	MPTP block
[41] CN1CCN(C(=O)C2CCC(=O)N(Cc3cccc(C(F)(F)F)c3)C2)CC1 (centres undefined)
    -0.9	-0.4	-7.6	4.6	-9.6	1.6	-2.6	-0.6
[42] C(=NN1CCCCCC1)c1cccc2ccccc12
    0.7	.	7.7	.	-6.3	17.5	-12.9	-0.5
[43] COc1ccc(C2C=C(C)Nc3nc(SC)nn32)cc1 (centres undefined)
    -0.4	5.5	-14.8	2.4	12.4	3.7	0.0	-0.2
[44] CCC1([N+](=O)[O-])COC(c2ccc(C)cc2)OC1 (centres undefined)
    -10.1	.	0.6	.	-0.4	-2.8	11.7	-0.6
[45] Cc1ccc(-n2ncc3c(NCCCn4ccnc4)ncnc32)c(C)c1
    -1.8	0.4	-0.3	-8.0	-1.2	4.1	10.2	-0.4
[46] COc1ccc(CNC(=O)c2ccc(Br)s2)cc1OC
    1.1	1.2	-0.2	-0.3	-22.2	-0.9	10.2	-0.1
[47] Cc1cc(C)cc(Nc2nc3ccccc3c(=O)[nH]2)c1
    -5.0	0.7	15.8	-2.7	1.2	-8.0	-11.7	3.4
[48] COc1ccccc1C(=O)C1CCCN(C(=O)c2cccc(Cn3cccn3)c2)C1 (centres undefined)
    4.6	-2.5	-7.7	-5.4	2.0	-1.7	-0.8	-1.1
[49] COc1ccc(CCNC(=O)CS(=O)Cc2nc(-c3ccccc3F)oc2C)cc1OC (centres undefined)
    1.9	-0.9	9.1	1.4	-8.3	-0.8	10.8	-1.7
[50] Cc1cc(C)c(NC(=O)COC(=O)/C=C/c2cccc(C(F)(F)F)c2)c(C)c1
    -17.3	-0.8	-3.6	0.8	23.5	5.0	0.0	3.3
[51] CC(C)=C1C2CCC1C(C(=O)Nc1sc(C)c(-c3ccc(C(C)C)cc3)c1C(N)=O)C2C(=O)O (centres undefined)
    -5.7	-1.5	9.8	-9.8	-1.8	14.8	2.3	45.6
[52] O=S(=O)(Nc1ccc2cn[nH]c2c1)c1ccc(C(F)(F)F)cc1
    -7.1	-5.0	7.2	-9.0	3.3	-1.6	0.7	1.0
[53] O=C(CC(c1ccc(F)cc1)c1ccco1)N1CCOCC1 (centres undefined)
    -0.6	-1.7	-3.9	-3.2	-7.5	-3.4	-7.3	-1.5
[54] O=C(NC(Nc1ncccn1)C(=O)c1ccccc1)c1ccccc1 (centres undefined)
    -0.4	-3.4	-1.7	-9.6	1.7	-3.5	-4.6	-7.0
[55] CCCNC(=O)CCn1c(-c2ccc(C)cc2)cc(C(=O)OCC)c1C
    -2.3	-4.3	12.4	-3.6	9.3	10.9	-1.6	-0.8
[56] Cc1cc(=O)oc(C)c1C(=O)Nc1ccc(F)cc1
    -0.1	-3.4	10.5	-3.1	0.3	1.9	-1.0	0.1
[57] Cc1cc(S(=O)(=O)N2CCN(c3ccccc3F)CC2)ccc1-n1cnnn1
    1.2	-0.2	-4.9	3.7	0.4	3.3	0.5	-0.8
[58] COc1ccc(NC(=O)NCc2ccccn2)c(OC)c1
    1.7	-6.3	-5.6	-5.8	7.4	-8.2	-1.9	-0.8
[59] CCN(CC)S(=O)(=O)c1cc(C(=O)Nc2cccnc2Cl)ccc1Cl
    -0.9	-5.5	-14.3	-15.5	-0.2	-3.2	-3.7	-2.3
[60] COc1ccc(N(C(=O)COc2ccc(F)cc2)S(=O)(=O)c2ccc(C)cc2)cc1
    -1.6	4.2	-11.1	-3.3	2.6	10.0	8.3	0.9
[61] c1cncc(-c2nc(-c3ccco3)cs2)c1
    -0.1	5.4	1.0	5.6	9.0	27.7	19.0	2.4
[62] COc1ccc(C(=O)/C=C/c2ccccc2OC)c(OC(=O)c2ccc([N+](=O)[O-])cc2)c1
    1.0	-4.6	15.4	-9.6	-9.2	17.6	4.8	-3.5
